# High-throughput results from PubChem BioAssay.
# MBD2 inh: MBD2-methylated oligo binding inhibition; Q9UBB5; TR-FRET, MBD2 binding to methylated oligonucleotide; inhibition, % at 4.4 µM; 370,000 compounds, 0.31% hits; AID 686964; in the data active = inhibition above about 13%
# Target sequence (Q9UBB5 whole entry, looked up): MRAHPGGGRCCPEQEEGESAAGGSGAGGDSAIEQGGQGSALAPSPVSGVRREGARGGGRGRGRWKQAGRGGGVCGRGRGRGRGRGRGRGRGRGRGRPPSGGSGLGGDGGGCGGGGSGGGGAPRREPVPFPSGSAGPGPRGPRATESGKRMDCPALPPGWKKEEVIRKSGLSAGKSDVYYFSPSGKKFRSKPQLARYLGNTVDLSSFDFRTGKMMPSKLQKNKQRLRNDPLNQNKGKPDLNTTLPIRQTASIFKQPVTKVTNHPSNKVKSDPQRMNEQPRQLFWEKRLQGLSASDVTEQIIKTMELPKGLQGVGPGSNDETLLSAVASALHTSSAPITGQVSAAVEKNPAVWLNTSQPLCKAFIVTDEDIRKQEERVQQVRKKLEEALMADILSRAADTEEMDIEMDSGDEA
# NPR2 activator: GC-B (human) receptor activation | 370,000 compounds, 0.11% hits | HEK293-GC-B cells, CNP EC30, cGMP TR-FRET; 0% at EC30 CNP, 100% saturating CNP | activation, % at 10 µM | AID 1920062;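 active = activation at 10 µM reaching about 35% in either raw or pattern-adjusted values, limit read from the data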
# TDP2 absorb: blocks human TDP2 phosphodiesterase activity; O95551; recombinant TDP2, T5PNP hydrolysis, p-nitrophenol absorbance 415 nm; inhibition, % at 12.8 µM; 370,000 compounds, 0.34% hits;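 active = inhibition above the mean of all tested compounds plus 3 SD, set per campaign, cut at about 25% in these data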;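 also: 0% = DMSO with enzyme and 100% = buffer with substrate but no TDP2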
#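 Assay system: recombinant human TDP2 / Reagent: T5PNP substrate at 5 mM, a TopII-DNA adduct mimic / Measured by: epi absorbance from released p-nitrophenol / Evaluation: % inhibition relative to enzyme-containing and enzyme-free wells / Control set: enzyme-free and DMSO wells / Replicates: each compound tested once, singlicate / Schedule: enzyme reaction with compound for 2 h at 37 °C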
# rCAG binder: binds r(CAG) RNA repeats. inhibition, % at 3 µM. r(CAG) RNA repeat, TO-PRO-1 dye displacement fluorescence. 370,000 compounds, 1.3% hits. AID 651821;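 active = inhibition above the plate cutoff, the mean of all test compounds on that plate plus 3 SD, cut at about 35% in these data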;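 also: 0% = DMSO alone and 100% = 100 µM mitoxantrone as full dye displacement; higher means more dye released from RNA so lower well fluorescence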
# HTRA1 inhibitor: HTRA1 (human) protease inhibition. Q92743. recombinant HTRA1, FP-rhodamine activity-based probe, fluorescence polarization. inhibition, % at 5.96 µM. 340,000 compounds, 0.5% hits; in the data active = inhibition above about 36%;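 also: 0% = enzyme with DMSO and 100% = wells lacking enzyme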
# mABHD4 FP: ABHD4 (mouse) inhibition, primary FP screen. Q8VD66. purified mABHD4, FP-Rh probe fluorescence polarization. inhibition, % at 8.92 µM. 370,000 compounds, 0.54% hits;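 active = inhibition exceeding the mean over every tested compound plus 3 SD, cut at about 30% in these data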;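 also: 0% = plate median of compound wells and 100% = S159A mutant with DMSO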
#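 Test system: mouse ABHD4 enzyme, wild type. Reagent: FP-Rh fluorescent activity-based probe, added after compound pre-incubation. Timing: pre-incubation 45 min, probe exposure 60 min, at 25 °C. Technique: FP readout, ex 525 nm / em 598 nm. Benchmarks: high control S159A mutant with DMSO, low control median of compound wells.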
# TCR CD3 inh: human TCR-CD3 binding inhibition; TAMRA-labeled TCR probe fluorescence, biochemical; AID 651800; inhibition, % at 9.4 µM; 360,000 compounds, 0.37% hits; in the data active = inhibition above about 19%;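 also: recombinant mutant TCR 2C K166C tagged with TAMRA read by polarization; 0% = receptor in buffer alone and 100% = receptor with positive control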
# PRMT1 inh: inhibitors of human PRMT1 | Q99873 | recombinant PRMT1, activity-based probe fluorescence polarization | inhibition, % at 2.79 µM | 370,000 compounds, 1.3% hits | AID 652257;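 active = inhibition above about 21% made by adding two undisclosed values, limit read from the data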
# SIAE primary: human SIAE inhibition, primary screen; Q9HAT2; SIAE FP-Rh probe binding, fluorescence polarization; inhibition, % at 9.66 µM; 370,000 compounds, 0.69% hits;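 active = inhibition above a cutoff: mean of compounds within the control limits plus 3 SD of those, cut at about 17% in these data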;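 also: 0% = plate median of compound wells and 100% = probe without SIAE protein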
# Target sequence (Q9HAT2 whole entry, looked up): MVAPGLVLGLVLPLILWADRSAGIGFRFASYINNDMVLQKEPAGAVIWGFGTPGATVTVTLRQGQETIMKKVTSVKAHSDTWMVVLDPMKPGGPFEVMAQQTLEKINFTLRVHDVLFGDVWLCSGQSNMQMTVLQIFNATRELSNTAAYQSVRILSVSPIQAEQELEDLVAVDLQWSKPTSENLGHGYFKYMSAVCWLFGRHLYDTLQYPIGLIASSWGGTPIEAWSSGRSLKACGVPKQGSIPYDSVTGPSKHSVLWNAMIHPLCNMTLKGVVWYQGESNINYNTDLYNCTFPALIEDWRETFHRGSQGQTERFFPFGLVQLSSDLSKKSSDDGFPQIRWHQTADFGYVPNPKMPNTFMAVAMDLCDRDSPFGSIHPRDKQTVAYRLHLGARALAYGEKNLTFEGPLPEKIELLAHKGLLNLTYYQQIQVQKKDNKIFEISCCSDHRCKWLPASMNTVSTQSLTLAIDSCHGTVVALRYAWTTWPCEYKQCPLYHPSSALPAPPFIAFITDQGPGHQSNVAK
# LEDGF integ inh: blocks HIV-1 LEDGF/p75-dependent DNA integration; TR-FRET IN-LEDGF/p75 DNA integration, Eu/Cy5; inhibition, % at 3.7 µM; 370,000 compounds, 0.64% hits;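 active = inhibition above the screen-wide mean plus 3 SD, cut at about 13% in these data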;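 also: signal is the Cy5 over europium emission ratio at 671 and 618 nm; 0% = plate median of compound wells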
# Numbers without * were called inactive; nt = no result given. Not all compounds are listed; count on the stated rates, not on these rows.
SMILES,MBD2 inh,NPR2 activator,TDP2 absorb,rCAG binder,HTRA1 inhibitor,mABHD4 FP,TCR CD3 inh,PRMT1 inh,SIAE primary,LEDGF integ inh
CC1(C)CC(=O)C2=C(C1)N(C1CCCCC1)C(=O)C2(O)C(F)(F)F (centres undefined),1,4,-7,-4,4,-1,-3,-2,6,0
C=CCn1c(SCC(=O)NC(=O)NCc2ccco2)nc2sc(C)c(C)c2c1=O,-4,-13,10,4,-6,0,10,3,-7,-3
CCc1ccc(C(=O)N/N=C(\C)c2ccncc2)s1,3,1,19,5,-13,-6,-1,2,0,0
CC(C)c1ccc(N(CC(=O)NCc2ccco2)C(=O)CCC(=O)Nc2ccccn2)cc1,5,2,16,-7,-1,7,-3,-1,4,-2
O=C(Nc1ccccc1)Nc1ccc(S(=O)(=O)N2CCCCC2)cc1,-4,4,-1,14,-41,-54,7,-1,-85,-4
COc1ccc(CN2CC[C@H]3C=CC[C@@H](C(=O)N4CCOCC4)[C@H]3C2=O)cc1OC,5,1,0,-7,3,2,2,0,0,0
CCOC(=O)N1CCN(C(=O)CNC2CCCCCCC2)CC1,-2,-2,-1,-3,-1,6,7,1,-4,-1
CCc1ccc(NC(=O)C2CC(=O)N=C(N)S2)cc1 (centres undefined),-5,4,-9,0,-6,2,0,0,1,1
OC[C@@H]1CN(Cc2ccc(-c3ccccc3)cc2)C[C@H](n2cnc3c(NCc4ccncc4)ncnc32)O1,-3,-4,-11,7,nt,-11,0,0,-4,-4
C[C@H](NC(=O)c1ncn2c1c(=O)[nH]c1ccccc12)c1ccccc1,-3,-6,12,4,3,0,6,-2,0,-2
COC(=O)c1sccc1NC(=S)NCc1ccc(Cl)cc1,-5,-1,13,6,-9,-6,1,1,2,2
COc1ccc(-n2cc(-c3ccccc3)c3c(N4CCOCC4)ncnc32)cc1,0,-1,-5,-5,0,0,4,1,-5,-2
COc1ccc(C2C(C(=O)O)c3ccccc3C(=O)N2Cc2ccco2)cc1 (centres undefined),3,0,-7,2,nt,2,2,-1,1,3
Cc1cc(N/N=C/c2ccc(O)cc2O)nc(N2CCOCC2)n1,1,-5,21,-1,-2,2,1,1,10,2
OCCC1CN(Cc2ccc3nsnc3c2)CCN1C1CCCCC1 (centres undefined),-10,3,1,-3,2,0,10,-5,6,11
COCCn1nnnc1C(CC(C)C)N1CCN(c2ccccc2)CC1 (centres undefined),2,5,5,-6,2,1,1,2,-9,1
CC1Cc2ccccc2N1CC(=O)NCc1ccccc1Cl (centres undefined),2,-2,9,-6,-1,6,5,-3,2,3
COc1ccc(C(CNC(=O)c2ccccc2SC)N(C)C)cc1 (centres undefined),-5,-6,4,-1,-1,-4,-9,5,-2,0
O=C(O)c1ccc2c(=O)n3c(nc2c1)/C(=C/c1ccc(F)cc1)CC3,-5,-4,-10,10,-1,-2,2,-1,-1,3
CC12c3ccccc3C(c3ccccc31)C1C(=O)N(Cc3cccnc3)C(=O)C12 (centres undefined),-2,-6,15,-6,-8,3,-2,0,2,-1
O=C(N[C@H](C(=O)N1CCC[C@H]1C(=O)NC1CCCC1)C1CCCCC1)c1ccc(Cl)c(Cl)c1,-3,2,-8,3,nt,4,5,1,-1,-2
Cc1ccc(C(=O)Nc2ccc(S(=O)(=O)N3CCc4ccccc4C3)cc2)o1,0,4,-6,13,-69,-46,7,0,-53,3
Cc1c[nH]c2cccc(-c3ccc(Cl)cc3Cl)c12,1,-8,-2,2,nt,-12,nt,-1,3,8
Cc1ccc(O)c(C2=NCCNC(C(F)(F)C(F)F)=C2)c1,-4,-6,-3,2,3,-5,1,-3,5,-3
CCCOc1ccc([N+](=O)[O-])c(N)c1,1,1,0,1,4,-2,1,0,6,-4

# More structures:
SMILES,MBD2 inh,NPR2 activator,TDP2 absorb,rCAG binder,HTRA1 inhibitor,mABHD4 FP,TCR CD3 inh,PRMT1 inh,SIAE primary,LEDGF integ inh
Cc1cc2c(N3CCCCC3C)ncnc2s1 (centres undefined),-2,7,4,-2,-7,-3,0,-1,0,3
Cn1c(NCc2ccccc2O)nc2ccccc21,1,-11,-4,1,0,-5,-8,0,2,1
O=C(NCCc1csc(-c2cccc(F)c2)n1)c1ccco1,4,1,-6,-3,3,0,4,3,11,-1
COc1cc(OCC(N)=O)cc(OC)c1OC,2,3,1,-1,9,3,5,2,0,0
Cc1cc(NC(=O)CSc2nc3sc(C)c(C)c3c(=O)n2C2CCCC2)no1,0,4,0,-4,1,-2,-4,0,0,-3
COc1ccc(CC(=O)NNc2ncnc3c2cnn3Cc2ccccc2)cc1OC,1,1,8,-3,6,13,1,1,-2,1
CCOC(=O)c1[nH]c(C(=O)O)c(CCN(CC)CC)c1C,1,0,10,-3,7,-1,-3,1,-7,1
CCN(C(=O)CSc1nnnn1-c1ccc(OC)cc1)C1CCS(=O)(=O)C1 (centres undefined),-5,0,0,0,9,7,-5,5,6,-1
CC1(C)CC(N2CCN(CCO)CC2)=CC(=S)N1,-4,5,6,-2,8,2,-3,1,-1,2
O=S(=O)(c1cccs1)N1CCN(c2ccnc3cc(Cl)ccc23)CC1,1,-3,2,-1,nt,-4,-5,4,-6,-3
CCN1C[C@@H]2[C@@H]3C(=O)N(Cc4ccccc4)C(=O)[C@@H]3[C@](Cc3ccccc3)(C1=O)N2C(=O)c1ccccc1,-2,-18,6,-4,-4,1,0,0,1,1
COc1cccc(C2Nc3ccccc3C(=O)N2O)c1O (centres undefined),3,-5,4,3,13,0,-3,2,7,-1
CCOc1nc(C)cc(C)c1S(=O)(=O)c1ccc(Cl)cc1,7,-3,0,-5,0,-3,0,1,-3,1
CC(C)(C)NC(=O)/C=C/c1cccs1,5,4,-1,-2,9,2,-7,3,-7,-6
O=[N+]([O-])c1ccc(Cl)cc1N1CCCC1,0,-2,-11,-3,8,5,8,-2,0,-2
Cc1cc(C(=O)Nc2ccc(Cl)cc2)c2ccccc2n1,-2,2,-6,3,-8,-5,5,-5,1,0
O=C(Nc1ccc(N2CCCCC2)cc1)c1ccc([N+](=O)[O-])o1,-8,3,2,8,16,11,-7,1,19*,3
CCOC(=O)c1c[nH]n2c(=S)ncnc12,0,0,-2,2,6,-3,-2,-4,-3,3
Cc1ccc(S(=O)(=O)CCC(=O)OCCOc2ccc(Br)cc2)cc1,-1,-6,2,2,-15,8,3,-2,4,-1
COc1nccnc1NS(=O)(=O)c1ccc(NC(=S)NC(=O)/C=C/c2ccc(F)cc2)cc1,3,-8,-9,71*,-17,-13,7,0,-20,4
CC(NC(=O)c1cc2ccccn2n1)c1ccccc1 (centres undefined),-5,0,2,0,nt,-1,nt,-3,0,3
C=CCn1c(Cc2cccs2)nnc1SCC(=O)c1ccc2ccccc2c1,0,-7,-1,9,-42,13,-2,-2,-8,-1
COc1cc(CCC(=O)Nc2ccc(C)c(S(=O)(=O)N3CCCCCC3)c2)cc(OC)c1OC,1,-7,2,0,-10,-5,4,0,-3,3
COc1cccc(-c2ccc3nnc(SCC(=O)Nc4ccc(NC(C)=O)cc4)n3n2)c1,-3,1,-3,6,-3,6,3,5,-11,-5
S=C(NCCCN1CCOCC1)Nc1ccc(Cl)c(Cl)c1,-4,3,-1,1,-1,3,-6,-1,8,2

# Reprinted from the entries so far, three compounds:
SMILES,MBD2 inh,NPR2 activator,TDP2 absorb,rCAG binder,HTRA1 inhibitor,mABHD4 FP,TCR CD3 inh,PRMT1 inh,SIAE primary,LEDGF integ inh
COc1cc(OCC(N)=O)cc(OC)c1OC,2,3,1,-1,9,3,5,2,0,0
Cc1cc(NC(=O)CSc2nc3sc(C)c(C)c3c(=O)n2C2CCCC2)no1,0,4,0,-4,1,-2,-4,0,0,-3
COc1ccc(CC(=O)NNc2ncnc3c2cnn3Cc2ccccc2)cc1OC,1,1,8,-3,6,13,1,1,-2,1

# Further compounds:
SMILES,MBD2 inh,NPR2 activator,TDP2 absorb,rCAG binder,HTRA1 inhibitor,mABHD4 FP,TCR CD3 inh,PRMT1 inh,SIAE primary,LEDGF integ inh
CN(c1ccccc1C(=O)Nc1ccccc1-c1ccccc1)S(C)(=O)=O,2,-14,-17,-4,-1,-1,9,1,-2,6
Fc1ccc(NC(=S)Nc2cccc(Cl)c2)cc1,-2,-3,16,1,-1,-2,7,1,-1,2
Cc1sc2ncnc(NCC(c3ccco3)N(C)C)c2c1C (centres undefined),0,-2,-5,0,-4,19,-13,1,4,0
CCOc1ccc(NC(=O)CSc2nnc(C3CC3)n2C2CC2)cc1,-1,7,-26,-2,6,-5,6,-1,-13,3
N=C(N)SCc1ccc(Cl)cc1Cl,-1,-4,-5,7,0,6,-1,5,1,0
Cc1cc(SCC(=O)OCC(=O)NCC2CCCO2)c(C)cc1Br (centres undefined),1,5,0,-6,-3,-3,5,1,-15,-3
O=c1oc(-c2ccccc2F)nc2scc(-c3ccccc3)c12,-5,-8,6,-3,nt,0,-5,-2,-5,3
COc1ccc(CCN2C(=O)c3ccccc3C2c2nnnn2C(C)C)cc1OC (centres undefined),2,2,2,0,nt,1,3,-1,-4,-1
Cc1cc(OC(=O)c2cccc([N+](=O)[O-])c2)c(C)cc1CN1CCOCC1,5,0,1,-7,-8,-4,5,0,0,0
COc1ccc(CCC2=NCCN2C(CC(C)C)c2nc3ccccc3[nH]2)cc1 (centres undefined),3,-5,7,8,nt,2,6,4,-6,-3
CCOC(=O)c1sc(NC(=O)c2ccc(OC)cc2)nc1C,2,3,6,0,6,5,1,-1,0,-2
COCCNc1ncnc2c1ncn2[C@H]1CN(Cc2ccncc2)C[C@@H](CO)O1,2,2,1,1,nt,4,-7,5,-2,-6
CC(C)NC(=O)C1(C)CN(S(C)(=O)=O)CC(=O)N1Cc1cccs1 (centres undefined),-5,6,3,2,nt,-5,-2,-2,-5,2
FC(F)(F)c1ccc2c(c1)n(Cc1ccccc1)c1[n+]2CCCCC1,10,0,-3,-1,0,-1,2,1,13,-3
COC(=O)C1=CN(CC2CCCO2)C=C(C(=O)OC)C1c1cc(OC)c(OC)c(OC)c1 (centres undefined),-1,-4,0,-4,-10,0,1,0,0,-3
CC(C)N1CCC(N2CCN(C3CCCCCC3)CC2CCO)CC1 (centres undefined),-5,-9,8,-4,-3,0,5,-2,7,-2
COc1ccc(N2C(C)=CS/C2=C(/C#N)c2nnc(N3CCOCC3)n2-c2ccccc2)cc1,-2,-5,-10,-2,3,0,0,8,8,3
O=C(COc1ccccc1)NC(=S)Nc1cccc2cc(O)ccc12,-1,0,8,14,-14,-5,5,-4,15,2
O=C(NN=C(Cc1ccccc1)Cc1ccccc1)c1ccc(F)cc1,0,-3,-9,1,-12,2,2,-1,-3,-5
CC(=O)Oc1ccc2oc(=O)c3c(c2c1)CCCN3C(=O)CN1CCN(c2ncccn2)CC1,0,-5,10,-7,4,7,-3,-1,0,1
Cc1cccc(NS(=O)(=O)c2nnc(NC(=O)c3cccc(C)c3)s2)c1,-5,-2,5,18,-13,-1,-3,-1,-5,2
COc1ccc(Cl)cc1NC(=S)NCc1cccnc1,3,4,8,2,-8,-2,13,-1,2,1
C=CCN(Cc1nc(-c2ccccc2)no1)C(=O)c1ccco1,0,1,13,-3,2,6,3,-4,-2,-3
